Screening data (PubChem BioAssay)
AmpC det inh: inhibitors of E. coli AmpC beta-lactamase with detergent. purified AmpC, nitrocefin hydrolysis with detergent. Potency, µM (series often up to 28.7 µM), for inactives: top-dose activity change, negative = inhibition. actives 0.09% (n = 71,000); active = well fitted curve in the direction sought with a large enough effect
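E. coli AmpC (5.3 nM) in 20 mM phosphate pH 7.0 with 0.01% Triton X-100, preincubated 15 min RT with compound; nitrocefin (2 uL of 800 uM stock) hydrolysis followed by 480 nm absorbance every 20 s over 4 min.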
Starred values were filed as active, the others as inactive; [ ] = dose if it differs, or a comment. % is set by controls: 0 for no effect and ±100 for the full control effect; potency is the fitted concentration of half-maximal effect. Some of the compounds tested, so the mix of outcomes need not match the whole.

SMILES | AmpC det inh
O=C(NCC(c1cccnc1)N1CCN(c2ccccc2F)CC1)c1ccccc1 (centres undefined) | 10.9%
CC(C)Cn1c(SCC(=O)NC2CCCc3ccccc32)nc(O)cc1=O (centres undefined) | -2.7%
Cc1cc(F)ccc1S(=O)(=O)Nc1ccccc1C(=O)Nc1ncn[nH]1 | -2.8%
Cc1ccccc1CN1C2=NCCN2c2ccccc21 | -4.8%
OCCNc1nc(-c2cccnc2)nc2ccccc12 | 5.4%
O=C(CSc1nnc(Cc2cccs2)n1Cc1ccco1)Nc1cccc(Cl)c1 | -4.5%
CCc1ccc(NS(=O)(=O)c2ccc3[nH]cc(C(=O)N4CCCCC4)c(=O)c3c2)cc1 | -5.8%
CCOc1ccccc1C1C2C(=O)N(c3ccccc3)C(=O)C2ON1c1ccccc1 (centres undefined) | -3.7%
c1ccc(Cc2nnc3sc(-c4cccs4)nn23)cc1 | -3.3%
CCc1nnc(NC(=O)C2CC(=O)N(Cc3ccco3)C2)s1 (centres undefined) | -2.3%
Cc1ccoc1C(=O)NCCCNC(=O)c1occc1C | 0.9%
O=C1CC(N2CCC(O)(c3ccc(Cl)cc3)CC2)C(=O)N1 (centres undefined) | -2.5%
CCOc1cccc2cc(-c3csc(NC(=O)CCC(=O)N4CCN(C)CC4)n3)c(=O)oc12 | -0.7%
N=c1n(CCO)c2ccccc2n1Cc1ccc(Cl)cc1 | 7.8%
CCOC(=O)C1CCCN(c2c(NCc3ccco3)c(=O)c2=O)C1 (centres undefined) | 13.7%
Cc1ccccc1-c1nc(CS(=O)(=O)CC(=O)N(C)C2CCCCC2)c(C)o1 | 1.6%
O=C(Nc1cnc2ccccn2c1=O)c1ccc(F)cc1 | -2.6%
CC(C)c1cc(C(=O)NCc2ccco2)no1 | 9.9%
Cc1ccnc(N(C(=O)c2cccs2)C(=O)c2cccs2)c1 | -5.9%
Cc1cnc(CNc2cc(-c3ccccc3CN(C)C)ncn2)cn1 | 6.4%
O=C(c1ccco1)N1CCN(CC2CC3C=CC2C3)CC1 (centres undefined) | -2.0%
CCCOc1ccc(C(=O)N2CCN(c3ccc(NC(=O)CC)cc3Cl)CC2)cc1 | -4.9%
O=C(O)CCSCc1ccccc1F | -2.6%
CN(CC(=O)NC1CCCCC1)S(=O)(=O)c1ccc(Cl)cc1 | -7.4%
CC(=O)N1CCC(=O)N(C(C)C)c2ccccc21 | -1.3%
CCOC(=O)C(CC)Sc1ncnc2nc[nH]c12 (centres undefined) | -2.9%
Cc1ccc(S(=O)(=O)Cn2nnnc2C(c2ccccn2)N2CCN(c3ccccc3)CC2)cc1 (centres undefined) | -3.6%
COC(=O)C1=C(C)N(C)C(C)=C(C(=O)OC)C1c1ccc(F)c(Br)c1 | 7.0%
COc1cc(C(=O)Nc2ccc(-n3cnnn3)c(C)c2)cc(OC)c1OC | -0.3%
O=C(CCSCCc1ccccn1)Nc1ccccn1 | -2.0%
Cc1ccnc2ccc(-c3nc4ccccc4o3)cc12 | -2.3%
CCOC(=O)c1ccc(NC(=O)Nc2ccc3c4c(cccc24)C(=O)N3CC)cc1 | 31.0%
O=C(Nc1ccc(F)cc1)c1oc2ccccc2c1NC(=O)C1CCCC1 | -3.1%
CCCC(=O)Nc1ccc2oc(-c3ccc(OC)c(Br)c3)nc2c1 | -1.6%
CN(C)S(=O)(=O)c1cccc(C(=O)OCC(=O)N2c3ccccc3NC(=O)C2(C)C)c1 | 0.4%
Cc1ccc(N2C(=O)c3oc4ccccc4c(=O)c3C2c2cccnc2)nc1 (centres undefined) | 12.4%
O=C(O)COc1ccccc1C1C2C(=O)N(c3ccc(F)cc3)C(=O)C2ON1c1ccccc1 (centres undefined) | 8.2%
CCc1nc(NCC2CCCN2CC)c2nnn(Cc3ccccc3F)c2n1 (centres undefined) | 0.9%
Oc1ccccc1Oc1ncc(Br)c(N2CCOCC2)n1 | -1.6%
CCc1nnc(NC(=O)CSc2nnc(-c3ccccc3OC)n2-c2ccccc2)s1 | -1.0%
O=C(CSCCO)Nc1cccc2ccccc12 | -5.5%
CC(C)OC(=O)CC(=O)CSc1nc2c(cc1C#N)CCCC2 | 0.8%
Cc1ccc(S(=O)(=O)N2CCC(C(=O)NC3CCCCCC3)CC2)cc1 | 0.4%
CC(=O)N(CCP(=O)(c1ccccc1)c1ccccc1)Cc1ccco1 | 3.2%
COc1cccc(Cn2c(=O)c(CCc3ccccc3)nc3cnc(N(C)C)nc32)c1 | -0.4%
CC(=O)Nc1cc(C(=O)N2CCOCC2)ccc1S(=O)(=O)c1ccc(C)cc1 | 0.3%
COc1ccc2c(c1)[nH]c1c(=O)n(CCc3cnc[nH]3)cnc12 | 1.2%
COc1ccc(CCNC(=O)C2CCN(S(C)(=O)=O)CC2)cc1OC | -5.6%
CCN1CCN(c2ncnc3c2oc2nc(C)c4c(c23)CC(C)(C)OC4)CC1 | -1.5%
COC(=O)c1oc2ccc(Br)cc2c1NC(=O)CN1CCN(C)CC1 | -1.8%
O=C1c2ccccc2C(=O)N1CCSc1nncs1 | -2.8%
Cc1nc2c(-c3ccccc3)c(C)nn2c(C)c1CC(=O)O | -1.2%
COc1ccc(CCC(=O)NCCc2cn3c(C)csc3n2)cc1 | 8.8%
O=C(O)CC1CCC(=C(Cl)Cl)C1 (centres undefined) | 12.8%
CC1(C)CC(=O)N(CC(=O)NCc2ccccc2)c2ccccc2S1(=O)=O | 8.5%
O=C(CN1C(=O)c2cccc3cccc1c23)NCC1CCCO1 (centres undefined) | -6.2%
CCOc1cc(-c2ccccc2)nc(N)n1 | -0.9%
Cc1cc(=O)n2nc(N3CCC(C(=O)N4CCN(Cc5ccccc5)CC4)CC3)sc2n1 | 10.2%
Cc1cc(S(=O)(=O)N(C)CCc2ccccc2)ccc1-n1cnnn1 | -1.1%
Cc1cc(CC(C)C)n(-c2nc3ccccc3c(=O)n2OCC(N)=O)n1 | -1.0%

Other records.
SMILES | AmpC det inh
COCn1c(-c2cccc(Br)c2)nc2ccccc21 | -0.7%
COC(=O)c1ccc(OCCN2C3=NCCN3c3ccccc32)cc1 | 0.7%
Cc1nc2ccc(N)cc2c(=O)n1Cc1ccc(Cl)cc1 | 12.5%
CCOC(=O)Nc1ccccc1N1C(=O)c2ccccc2C1=O | -1.5%
CCc1ccc(C(=O)NCC2COc3ccccc3O2)o1 (centres undefined) | -0.5%
N#Cc1cccc(-c2ccc3ncnc(NCc4cccs4)c3c2)c1 | 11.5%
O=C(CN1C(=O)COc2ccccc21)N1CCN(c2ccccc2F)CC1 | 1.9%
CCCCOc1ccc(CN2CCC(O)CC2)cc1 | 9.0%
COCCn1c(=O)[nH]c2cc(C(=O)NCC3CCCO3)ccc2c1=O (centres undefined) | -0.8%
Cc1ccccc1-c1nc(-n2ccnc2)c2ccccc2n1 | 8.3%
CCN(CC)S(=O)(=O)c1ccccc1/C=N\O | -3.2%
COC(=O)C(O)(c1cn(C)c2ccccc12)C(F)(F)F (centres undefined) | 2.3%
Cc1onc(-c2c(F)cccc2Cl)c1C(=O)Nc1nnc(C2CC2)s1 | 12.5%
CCOC(=O)CSc1n[nH]c(-c2ccco2)n1 | 12.1%
O=C(NCc1ccccc1Cl)C1CCCN(S(=O)(=O)c2cnc[nH]2)C1 (centres undefined) | 7.3%
CCCCn1c(=O)c(C(=O)OCC)c(O)c2ccccc21 | 8.0%
Cc1nn(C(=O)c2cccnc2)c(C)c1C | -5.0%
COC(=O)c1cn(C(=O)OC)c2ccccc12 | -1.7%
Cc1nnc(NC(=O)Nc2cccc(Cl)c2)s1 | -2.5%
COc1ccc(-n2c(Cc3cc(=O)[nH]c(=O)[nH]3)nnc2SCc2ccccc2)cc1 | 9.5%
Cc1ccc(C)n1NC(=O)c1ccccc1Cl | -6.1%
CCNc1ncc2nc(CCc3ccccc3)c(=O)n(Cc3ccc(F)cc3)c2n1 | 0.4%
C=CCn1c(N)c(C(=O)NCC2CCCO2)c2nc3ccccc3nc21 (centres undefined) | -4.4%
CN(C)c1ccc(P(=O)(OCc2ccccc2)C(O)c2cccnc2)cc1 (centres undefined) | 16.3%
CC(C)(Oc1ccc(-c2cccc3ccccc23)cc1)C(=O)O | -4.5%[5.75 µM]
COC(=O)c1sc(NC(=O)c2ccoc2C)nc1C | -6.8%
COc1ccc(OCC(O)Cn2c(Br)nc3c2c(=O)[nH]c(=O)n3C)cc1 (centres undefined) | -1.3%
COc1ccc(NC(=O)C2CC(=O)N(c3cccc(C)c3C)C2)cc1 (centres undefined) | -2.6%
COc1ccc(C2CC(O)(C(C)(C)O)NO2)cc1 (centres undefined) | 4.1%
COc1ccc(C2(O)CCN(CCCCOc3ccccc3)CC2)cc1 | 11.4%
COC(=O)c1ccccc1NC(=O)N1CCN(C/C=C/c2ccccc2)CC1 | -4.0%
CC1=C(C(=O)OCc2ccccc2)C(c2ccc(C3CCCCC3)cc2)NC(=O)N1CCCCCC(=O)O (centres undefined) | 6.3%
OCCN1CCN(c2ncnc3ccc(Br)cc23)CC1 | 12.7%
CCn1c(COc2ccccc2C)nnc1SCC(=O)CC(=O)Nc1ccccc1 | 6.9%
COc1ccccc1CN1CCC2(CC1)CCN(C(=O)c1csnn1)CC2 | -0.1%
O=C(Cc1cccs1)NCc1cccs1 | -0.2%
COCCNC(=O)CN1C(=O)COc2ccc(Cl)cc21 | 0.4%
CCC(Sc1nc(=O)cc(N)n1-c1ccccc1)C(=O)Nc1cc(C)on1 (centres undefined) | 0.5%
Cc1cc(-n2c(=O)c(C#N)cc3c(=O)n4cccc(C)c4nc32)no1 | -2.1%
COCCn1c(C(=O)N(C)C)cc2c1C[C@H]1CN(C(=O)c3ccccc3)[C@@](Cc3ccc(F)cc3)(C(=O)OC)[C@@H]21 | -2.5%
O=C1C=CCCC1 | 6.9%
CCOc1ccc(C2CC(c3ccc(Br)cc3)Nc3nc(N)nn32)cc1 (centres undefined) | -4.7%
COc1cc2cc(CN(C(=O)Nc3ccccc3)C3CCCC3)c(=O)[nH]c2cc1OC | -3.0%
CCOc1ccc(NC(=O)N2CC=C(n3c(=O)[nH]c4ccccc43)CC2)cc1 | -1.4%
CCOc1nc(C)ccc1-c1noc(-c2ccncc2)n1 | -1.2%
Cc1cc(NC(=O)CSc2ccc3c(c2)OCCO3)no1 | -0.3%
CC(=O)C1=C(C)NC(SCC(=O)c2ccc(F)cc2)=C(C#N)C1c1ccco1 (centres undefined) | 8.2%
O=C(Nc1cccnc1)c1cccc(S(=O)(=O)N2CCOCC2)c1 | -5.4%
Cc1cc(C)n(Cc2ccccc2Cl)n1 | -2.7%
CC(C)n1c(SCC(=O)Nc2ccccc2N2CCCCC2)nc2c1c(=O)n(C)c(=O)n2C | -2.9%
O=C(CN1CCOc2ccccc21)NCc1ccco1 | 17.5%
C[C@]1(O)CC[C@H]2[C@@H]3[C@@H](O)CC4=CC(=O)CC[C@@]4(C)[C@H]3CC[C@]21C | -3.9%[5.75 µM]
O=C(NS(=O)(=O)c1ccccc1Cl)c1ccc[nH]1 | 9.5%
COc1ccc(-n2c(SCC(=O)Nc3ccc(C(=O)O)cc3)nnc2-c2cccs2)cc1 | 8.4%
Cn1c(N2CCN(C(=O)NCc3ccccc3)CC2)nc2ccccc21 | -1.5%
COc1ccc(C2C(C#N)=C(N)OC3=C2C(=O)CC(C)(C)C3)c(OC)c1OC (centres undefined) | -2.6%
COc1ccc(C(c2nnnn2CCc2ccccc2)N2CCN(C3CCCC3)CC2)cc1 (centres undefined) | -3.6%
Cc1nnc(SCc2cc(=O)[nH]c(N3CCCCC3)n2)s1 | -2.1%
Cc1cccc(N/C(N)=N/c2nc3c(c(=O)[nH]2)CCCC3)c1 | 1.6%
COc1ccc(C(C)=O)c2c1OCCO2 | 2.2%

Sorted by count of non-hydrogen atoms (smallest number first): some entries from above
SMILES | AmpC det inh
O=C1C=CCCC1 | 6.9%
Cc1cc(C)n(Cc2ccccc2Cl)n1 | -2.7%
O=C(NS(=O)(=O)c1ccccc1Cl)c1ccc[nH]1 | 9.5%
O=C(CN1CCOc2ccccc21)NCc1ccco1 | 17.5%
Cc1nnc(SCc2cc(=O)[nH]c(N3CCCCC3)n2)s1 | -2.1%
Cc1cccc(N/C(N)=N/c2nc3c(c(=O)[nH]2)CCCC3)c1 | 1.6%
C[C@]1(O)CC[C@H]2[C@@H]3[C@@H](O)CC4=CC(=O)CC[C@@]4(C)[C@H]3CC[C@]21C | -3.9%[5.75 µM]
O=C(Nc1cccnc1)c1cccc(S(=O)(=O)N2CCOCC2)c1 | -5.4%
CCOc1ccc(C2CC(c3ccc(Br)cc3)Nc3nc(N)nn32)cc1 (centres undefined) | -4.7%
CCOc1ccc(NC(=O)N2CC=C(n3c(=O)[nH]c4ccccc43)CC2)cc1 | -1.4%
COc1cc2cc(CN(C(=O)Nc3ccccc3)C3CCCC3)c(=O)[nH]c2cc1OC | -3.0%
COc1ccc(-n2c(SCC(=O)Nc3ccc(C(=O)O)cc3)nnc2-c2cccs2)cc1 | 8.4%
COc1ccc(C(c2nnnn2CCc2ccccc2)N2CCN(C3CCCC3)CC2)cc1 (centres undefined) | -3.6%

Other records follow.
SMILES | AmpC det inh
CC1(C)CC(=O)C=C(NCCc2ccc(S(N)(=O)=O)cc2)C1 | -1.3%
COc1cccc(C(=O)Nc2ccc(C)cc2)c1 | 1.9%
CCCOc1ccc(/C(O)=C2/C(=O)C(=O)N(CCN(CC)CC)C2c2ccncc2)cc1 (centres undefined) | 8.1%
FC(F)(F)c1ccc(N2CCOCC2)c(Nc2nc3ccccc3n3cnnc23)c1 | -12.5%
CCN1C(=O)CS/C1=C(\C#N)S(=O)(=O)c1ccccc1 | -2.9%
COC(=O)c1ccc(NC(=O)CSc2nnc(C)n2-c2ccccc2)cc1 | 0.3%
CCNc1ncc2nc(-c3cc(F)cc(F)c3)c(=O)n(-c3ccccc3)c2n1 | -3.2%
O=C(Nc1ccc2c(c1)OCO2)C1CCCN(S(=O)(=O)c2cccs2)C1 (centres undefined) | 9.7%
